# Bioassay records: PubChem BioAssay, several laboratories
# M1 ag: activates the M1 muscarinic receptor. CHO-M1 cells, Fluo-4 calcium fluorescence, agonist mode; active compounds read high. B-score at 10 µM. 64,000 tested, 3% active. AID 626;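 active = fluorescence rise, raw or as B-score row- and column-corrected plate score, outside the 99.7% band of its plate's samples, either direction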
# HTR1E agonist: activates the human 5-HT1E serotonin receptor | P28566 | CHO 5-HT1E Ga15 NFAT-bla reporter, FRET; 0% DMSO wells, 100% control agonist wells | activation, % at 6 µM | 65,000 tested, 0.69% active | AID 574;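 active = activation above a set limit, the screen-wide mean activation plus 3 SD, cut at about 8.5% in these data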;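 note: 100% = positive control agonist at 1 µM giving full maximal response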
# S1P3 agonist: agonists of human S1P3 receptor. Q99500. 60,000 tested, 0.1% active. activation, % at 4.5 µM. S1P3 NFAT-BLA reporter cells, agonism, FRET ratio; relative to 1 µM S1P, basal subtracted. AID 373;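 active = activation above the screen-wide mean plus 3 SD, cut at about 4.5% in these data, passing the limit was not always enough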; note: some compounds called inactive have numbers as strong as hits
#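 Material: Human S1P3 NFAT-BLA reporter CHO cells | Incubation: Overnight plating, 4 h compound 37 °C, 2 h substrate RT | Signal: FRET β-lactamase substrate fluorescence, excitation 405 nm, 460/535 nm emission ratio, background-subtracted | Compound: 4.5 µM final, single dose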
# HEK293 NFkB inh: inhibitors of the PMA/ionomycin-induced NF-kB reporter in HEK293 cells. HEK-293 NF-kB luciferase reporter, luminescence. inhibition, % at 3 µM. 62,000 tested, 0.21% active;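 active = inhibition above the mean of all tested compounds plus 3 SD, cut at about 40% in these data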;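 note: 0% = stimulated DMSO wells and 100% = 10 µM reference inhibitor 5653914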
#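 Reagent: PMA plus ionomycin mix as NF-kB-activating stimulus. Assay system: NF-kB luciferase reporter HEK-293 cells. Technique: luminescence from luciferase substrate reagent. Incubation: 1 h compound pre-incubation, 16 h PMA/ionomycin at 37 °C. Benchmarks: DMSO only as uninhibited control, 10 µM reference inhibitor as full inhibition. Repeats: tested once.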
# Jurkat tox 60K: reduces viability or proliferation of Jurkat cells. Jurkat E6.1 viability, ATP luminescence, 48 h. inhibition, % at 4 µM. 56,000 tested, 1.2% active. AID 463;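 active = inhibition above the mean inhibition of all tested compounds plus 3 SD, cut at about 28% in these data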
# HER2 expr 66K: Her2 kinase expression inhibition | P04626 | SKBR-3 HER2 protein level, AlphaScreen, 18-24 h; active compounds read low | HER2 level % of control, % at 10 µM | 65,000 tested, 0.69% active | AID 645;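 active = HER2 level under 5% of the carrier-only control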;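 note: 100% = DMSO carrier and 0% = 500 nM PU-H71 HSP90 inhibitor; lower value means stronger loss of Her2 protein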
# Target sequence (P04626 whole entry, looked up): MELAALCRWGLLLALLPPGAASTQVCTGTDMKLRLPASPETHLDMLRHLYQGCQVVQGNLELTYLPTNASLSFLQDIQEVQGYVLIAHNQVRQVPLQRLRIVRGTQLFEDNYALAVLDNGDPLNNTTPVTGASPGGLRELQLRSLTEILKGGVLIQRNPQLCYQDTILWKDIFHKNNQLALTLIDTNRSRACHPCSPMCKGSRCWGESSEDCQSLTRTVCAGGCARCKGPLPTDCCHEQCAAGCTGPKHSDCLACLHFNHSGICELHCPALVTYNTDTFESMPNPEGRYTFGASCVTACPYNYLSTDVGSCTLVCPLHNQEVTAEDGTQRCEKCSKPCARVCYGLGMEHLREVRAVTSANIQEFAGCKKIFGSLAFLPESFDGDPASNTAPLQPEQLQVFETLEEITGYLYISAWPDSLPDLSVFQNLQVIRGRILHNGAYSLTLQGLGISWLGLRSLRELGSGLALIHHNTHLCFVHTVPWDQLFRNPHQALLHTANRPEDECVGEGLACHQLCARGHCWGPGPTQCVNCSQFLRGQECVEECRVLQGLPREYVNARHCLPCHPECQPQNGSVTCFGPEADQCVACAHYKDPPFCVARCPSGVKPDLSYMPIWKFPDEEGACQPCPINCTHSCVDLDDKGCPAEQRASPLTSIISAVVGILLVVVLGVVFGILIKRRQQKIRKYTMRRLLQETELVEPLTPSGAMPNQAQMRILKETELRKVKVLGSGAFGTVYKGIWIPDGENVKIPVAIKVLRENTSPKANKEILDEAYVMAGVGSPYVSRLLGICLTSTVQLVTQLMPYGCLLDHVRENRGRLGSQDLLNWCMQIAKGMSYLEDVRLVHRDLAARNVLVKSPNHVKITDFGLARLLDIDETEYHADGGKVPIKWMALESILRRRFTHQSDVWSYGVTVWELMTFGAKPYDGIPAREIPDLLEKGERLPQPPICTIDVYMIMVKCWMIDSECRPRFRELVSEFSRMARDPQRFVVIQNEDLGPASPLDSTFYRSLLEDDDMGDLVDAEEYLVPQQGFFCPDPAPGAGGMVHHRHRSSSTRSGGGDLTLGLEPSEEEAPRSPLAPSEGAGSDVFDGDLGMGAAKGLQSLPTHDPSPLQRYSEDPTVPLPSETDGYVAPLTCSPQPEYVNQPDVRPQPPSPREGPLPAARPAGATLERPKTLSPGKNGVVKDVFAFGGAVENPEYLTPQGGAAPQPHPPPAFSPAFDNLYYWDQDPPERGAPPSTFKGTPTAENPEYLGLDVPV
# M1 antag: blocks the rat M1 muscarinic receptor response to acetylcholine; P08482; CHO-M1 cells, Fluo-4 calcium, ACh EC80 antagonist mode; active compounds read low; B-score at 10 µM; 64,000 tested, 3.4% active;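 active = calcium fluorescence response, raw or row-and-column corrected B-score, differing from the plate sample mean either way at a set confidence level, mostly lower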
# S1P1 ag-PAM: activates or potentiates agonism at human S1P1 receptor | 56,000 tested, 0.57% active | S1P1 CRE-bla cells, forskolin, beta-lactamase FRET, potentiator mode; S1P1 agonist co-added at EC20, 2 nM; 100% = saturating reference agonist, 0% = basal | P21453 | activation, % at 9.5 µM;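 active = activation above a cutoff set at the mean activation of all tested compounds plus 3 SD, cut at about 54% in these data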;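 note: forskolin at 4 µM as EC80 and the EC20 agonist is SEW2871; 100% = SEW2871 at its EC100 plus forskolin at EC80; some compounds past the cut are filed as inactive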
# HTR1E antagonist: 5-HT1E (human) receptor antagonism. P28566. 65,000 tested, 0.99% active. inhibition, % at 6 µM. CHO 5-HT1E Ga15 NFAT-bla reporter, FRET, antagonist;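 active = inhibition above a set limit, the mean inhibition across every tested compound plus 3 SD, cut at about 29% in these data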;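 note: signal is the 460 over 535 nm emission ratio of beta-lactamase substrate; 0% = agonist plus DMSO wells and 100% = wells without agonist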
# * hit, by the source's call; / = no result given.
SMILES,M1 ag,HTR1E agonist,S1P3 agonist,HEK293 NFkB inh,Jurkat tox 60K,HER2 expr 66K,M1 antag,S1P1 ag-PAM,HTR1E antagonist
CC1(C)Cc2ccccc2-c2n[nH]c(=S)n21,0.14,-1.2,-0.5,2,1,136,0.098,-14,-1
Cc1ccc(Cn2nnc3c(=O)[nH]c(C4CCN(C(=O)Cc5cccs5)CC4)nc32)cc1,-0.061,-0.3,-0.6,-5,-2,110,-0.76,-34,2
CC(C)C(NC(=O)C1CCCCC1)C(=O)Nc1ccncc1 (centres undefined),-0.32,-0.2,-0.1,17,-2,82,-0.026,-13,2
CC(C)(C)c1cc(NC(=O)c2cc(F)c(F)c(F)c2F)no1,-0.58,0.5,-0.7,15,-8,120,-0.16,9,-3
Nc1ccc(N2CCOCC2)c(Cl)c1,1.6,-0.3,-0.6,11,13,115,-0.28,93*,-6
CCc1ccccc1NC(=O)CSc1nc2ccccc2n1CC(=O)N(C)C,-0.14,0.4,-1.2,-4,-1,90,0.64,-4,-4
CCOC(=O)NC(Nc1cc(C)ccn1)(C(F)(F)F)C(F)(F)F,-0.51,-0.8,-1.8,-2,5,106,-0.0061,-39,5
Cc1ccc(-n2c(=O)[nH]cc(C(=O)Nc3ccc4c(c3)OCO4)c2=O)cc1C,0.36,1.0,-0.7,3,3,81,0.024,-3,-13
O=C(CSc1nc2ccsc2c(=O)n1NC(=O)c1ccccc1)Nc1nccs1,0.14,1.4,/,-1,/,105,-0.0084,/,-10
CCN(CCCNC(=O)COc1cc(=O)n(CC)c2ccccc12)Cc1ccccc1,-0.19,0.3,-0.5,9,0,100,-1,-24,3
Cc1c(Br)c(=O)[nH]c(=O)n1COCc1ccccc1,1.1,1.0,-1.1,18,-3,81,1.1,10,0
C=CCn1c(CC#N)nnc1N1CCOCC1,-0.58,0.6,0.4,0,-5,108,-0.42,-7,-6
COc1ccc(-c2nc(C#N)c(NCc3ccc(C)cc3)o2)cc1OC,-0.91,-1.2,-1.1,-10,8,68,0.12,/,22
O=S(=O)(c1ccc(-c2csc(-c3cccnc3)n2)cc1)N1CCCCC1,-0.77,0.1,-1.9,16,-2,71,-0.13,9,8
CC1(C)CC2(CCO1)OC(=O)CC2C(=O)NCc1ccccc1 (centres undefined),-0.8,0.3,-0.5,14,4,90,0.5,-5,9
CCCCCCP(=O)(O)c1ccccc1,-0.74,-0.5,-3.2,7,0,85,-0.018,-3,5
O=C(CN1CCN(c2ncccn2)CC1)N1CCN(C(c2ccccc2)c2ccccc2)CC1,-0.94,0.7,/,7,/,231,-1.1,/,-1
CCS(=O)(=O)N1CCc2cc(OC)c(OC)cc2C1,1.2,-0.5,-1.0,13,-3,76,-0.85,3,4
COC(=O)C1=C(C)Nc2c(c(=O)n(C)c(=O)n2C)C1c1cccs1 (centres undefined),0.76,-1.2,-1.2,10,0,293,-0.0022,8,7
O=C(Nc1ccc(F)cc1F)N1CCN(c2ncccn2)CC1,-0.3,0.7,-0.8,10,-5,111,1.1,-18,-3
COc1cc(OC)cc(C(=O)Nc2ccc(S(=O)(=O)N(C)C)cc2)c1,-0.45,-1.4,-0.8,8,11,84,0.16,1,17
O=C(c1cn(-c2ccccc2)nc1-c1cccs1)N1CCN(c2ccccn2)CC1,0.34,-0.2,-0.5,7,-2,76,-0.33,-4,-15
CC(C)C(CCNC(=O)CN1C(=O)c2ccccc2C1=O)c1ccco1 (centres undefined),-1.1,0.3,/,12,/,/,0.72,/,7
O=C(COC(=O)c1cccs1)NCc1ccc2c(c1)OCO2,-0.91,0.0,0.0,17,9,118,-0.0029,12,6
Cn1c(SCC(=O)N(C2CCCCC2)C2CCCCC2)nnc1-c1cccs1,1.9,0.0,-0.8,17,-14,45,-0.62,-4,-6
O=c1cc(Nc2ccc3c(c2)OCCO3)[nH]c(=O)n1C1CCCCC1,-0.61,0.4,0.5,23,59*,71,0.03,-9,7
Cc1ccc(S(=O)(=O)Cn2nnnc2CN2CCN(Cc3ccc4c(c3)OCO4)CC2)cc1,-0.29,-0.4,-0.6,-3,2,110,-0.84,13,15
CC(=O)c1cc(CN2C(=O)c3ccccc3C2=O)cs1,0.27,0.4,-1.1,21,-1,68,-0.1,-14,-11
CCOc1ccccc1NC(=O)CN1C(=O)COc2ccc(Cl)cc21,-2.1,0.7,-0.7,-4,-3,98,0.97,-3,8
Cc1ccc(/C(O)=C2\C(=O)C(=O)N(CC(C)O)C2c2cccc(F)c2)cc1 (centres undefined),-0.22,0.0,-0.4,13,-2,105,0.57,-14,-1
Cc1ccccc1-n1c(C)nnc1SCc1nc2ccccc2s1,-0.23,-0.5,0.3,-11,4,98,-0.89,11,-7
O=C(Nc1ccc(Cl)cc1)c1cc2nc(-c3ccco3)cc(C(F)(F)F)n2n1,0.48,2.3,-0.1,14,-3,45,-0.52,4,0
N#CC1=C(SCC(N)=O)NC(=O)CC1c1ccccc1Cl (centres undefined),0.29,0.1,-0.7,4,2,104,-0.53,-3,4
Cc1cnnc2c1-c1nonc1CC2,-0.35,-0.2,0.1,4,3,104,1.3,-11,4
CSc1ccccc1C(=O)N1CCOCC1,-0.13,0.0,-0.2,16,-7,90,0.23,/,3
N#Cc1ccc(-c2nnnn2-c2ccc3c(c2)OCO3)cc1,0.39,-0.1,-0.5,5,1,65,0.087,-6,0
CCOC(=O)C1CCN(C(=O)NC23CC4CC(CC(C4)C2)C3)CC1,0.94,-1.1,-1.2,8,-3,92,0.076,-23,0
Cc1ccc(N2CN=c3s/c(=C\c4ccccn4)c(=O)n3C2)cc1,-0.05,-0.3,-0.6,4,0,138,0.15,9,1
O=S(=O)(NC1CCCCC1)c1ccc(S(=O)(=O)N2CCN3CCCC3C2)cc1 (centres undefined),0.76,-0.3,-0.1,14,6,107,-0.97,-17,-8
COc1ccccc1-c1nnc(NC(=O)OCC(C)C)s1,-1.2,0.8,-0.6,21,2,82,-0.095,-3,1
CN(C)c1ccc(C(=O)Nc2nc3c(s2)CCCC3)cc1,0.2,0.9,-0.5,-52,1,112,0.086,21,5
Cc1ccc(C(=O)NCc2nnc(SCC(=O)Nc3sc4c(c3C#N)CCCC4)n2C)cc1,-2.6,-0.2,0.3,2,-7,93,0.52,-3,-15
O=C(NCc1ccco1)Nc1cccs1,-0.34,-0.6,-0.9,13,5,103,0.92,52,16
c1ccc(CCC2=NCCn3cccc32)cc1,-0.025,-0.6,-1.3,5,3,157,-2,0,1
O=C(Nc1ccc2oc(-c3ccncc3)nc2c1)c1cccs1,-0.038,0.5,-0.1,0,4,122,-0.31,1,4

# Part of the list above, limited to M1 ag, HER2 expr 66K and Jurkat tox 60K:
Compound	M1 ag	HER2 expr 66K	Jurkat tox 60K
Cc1ccccc1-n1c(C)nnc1SCc1nc2ccccc2s1	-0.23	98	4
O=C(Nc1ccc(Cl)cc1)c1cc2nc(-c3ccco3)cc(C(F)(F)F)n2n1	0.48	45	-3
N#CC1=C(SCC(N)=O)NC(=O)CC1c1ccccc1Cl (centres undefined)	0.29	104	2
Cc1cnnc2c1-c1nonc1CC2	-0.35	104	3

# New compounds follow.
SMILES,M1 ag,HTR1E agonist,S1P3 agonist,HEK293 NFkB inh,Jurkat tox 60K,HER2 expr 66K,M1 antag,S1P1 ag-PAM,HTR1E antagonist
Cc1cccc(N=C2NC(=O)CS2)c1,0.68,0.1,2.6,18,5,140,-0.082,-7,5
Cc1ccc(C(=O)CCNc2ccc(F)c(Cl)c2)o1,/,0.2,-0.8,1,83*,102,/,/,-1
O=C(CCCn1nnc(-c2cccnc2)n1)c1ccc(F)cc1,0.81,0.6,0.0,0,1,81,-0.023,-8,-20
CCN1CCN(Cc2coc3ccc(C)cc3c2=O)CC1,0.012,0.4,-2.1,12,3,119,-0.26,-9,2
c1ccc2c(c1)[nH]c1c(N3CCCC3)ncnc12,1,-0.3,-0.4,23,33*,102,-5.4*,25,8
Clc1ccc(Sc2oc(/C=N/n3cnnc3)cc2Br)cc1,0.31,0.0,-0.9,10,-3,99,0.6,/,7
CCCn1c(SCC(=O)NC(=O)NCc2ccco2)n[nH]c1=O,0.12,0.3,0.3,7,0,53,1.8,6,5
CCCn1c(=O)c2ccccc2n2c(SCCOc3ccccc3)nnc12,0.6,-0.1,-0.1,13,-10,136,0.58,-11,2
C=CCN1C(=O)CN=C1Nc1ccc(OC)cc1OC,-0.034,-0.8,-1.3,18,-1,114,-0.49,0,-4
CCNC(=O)c1sc(-c2ccccc2)nc1C,0.24,-0.6,-0.1,2,-1,99,-0.041,-3,2
CCOC(=O)c1c(-c2cccs2)csc1NC(=O)c1ccncc1,0.33,1.4,-0.6,/,/,138,-0.17,34,-17
OCCCc1nc2ccccc2n1CCc1ccccc1,1.3,-0.6,-0.8,/,/,120,-0.44,0,1
CCN(CC)CCNc1nc2c(c(=O)[nH]c(=O)n2C)n1CCOc1ccccc1,0.51,-0.8,-4.9,/,/,130,0.29,4,11
O=C1CC(C(=O)NCc2ccccc2)N=C(N2CCCCC2)N1 (centres undefined),-0.75,-1.3,-0.3,10,-3,83,-0.18,-4,12
Cc1cc2c(c(=O)n1Cc1ccco1)C(c1cccnc1)C(C#N)=C(N)O2 (centres undefined),0.14,-0.4,0.3,9,-6,116,-0.17,6,15

# Two compounds picked at random from the list so far:
SMILES,M1 ag,HTR1E agonist,S1P3 agonist,HEK293 NFkB inh,Jurkat tox 60K,HER2 expr 66K,M1 antag,S1P1 ag-PAM,HTR1E antagonist
Cc1ccccc1-n1c(C)nnc1SCc1nc2ccccc2s1,-0.23,-0.5,0.3,-11,4,98,-0.89,11,-7
O=C(CSc1nc2ccsc2c(=O)n1NC(=O)c1ccccc1)Nc1nccs1,0.14,1.4,/,-1,/,105,-0.0084,/,-10

# Next structures follow:
SMILES,M1 ag,HTR1E agonist,S1P3 agonist,HEK293 NFkB inh,Jurkat tox 60K,HER2 expr 66K,M1 antag,S1P1 ag-PAM,HTR1E antagonist
CCC(C)[C@H](N)c1nnc(SCC(=O)Nc2cccc(Cl)c2)o1 (some centres undefined),0.59,0.6,-0.3,-2,-5,96,-0.25,-4,1
O=C(NCc1nc(-c2ccccc2)no1)c1ccc(Br)o1,-0.19,0.9,-1.4,13,-3,70,-0.033,3,4
COc1ccc(-c2noc(CN(C(=O)c3c(-c4ccccc4Cl)noc3C)C(C)C)n2)cc1,0.23,-0.6,-1.2,19,0,82,-0.42,25,-2
CCn1c(SCc2nc3ccccc3c(=O)[nH]2)nc2ccccc2c1=O,0.8,-0.1,0.2,1,2,73,0.15,-48,23
CCCNC(=O)c1ccccc1NS(=O)(=O)c1ccc2c(c1)OCCO2,-0.21,-0.8,-0.2,8,-6,53,-0.27,-2,1
CCCCNc1ncnc2c1cnn2-c1ccccc1,0.81,0.5,-0.5,-27,90*,56,0.25,/,10
O=S(=O)(c1ccccc1)c1nc(-c2ccco2)oc1NCCCn1ccnc1,-1,-0.8,-0.5,20,6,110,-0.51,2,8
O=C1OC(Nc2nc3ccccc3s2)c2ccccc21 (centres undefined),-1,0.1,/,16,/,68,-0.15,/,0
COC(=O)CCC(=O)N1CCc2cc(S(=O)(=O)N3CCN(c4ccccc4Cl)CC3)ccc21,-0.26,0.1,-1.6,-8,1,91,0.99,2,-4
CCC(CO)NCc1ccc2c(c1)n(C)c(=O)n2C (centres undefined),/,-0.4,-0.8,-4,-6,70,/,-12,14
